Source: PubChem (Sanford-Burnham Center for Chemical Genomics)
PLAP act: PLAP enzyme activators, biochemical, luminescence, HTS | Alkaline phosphatase, placental type (Homo sapiens), P05187 | purified PLAP enzyme, luminescent substrate read-out; hits give high values | activation fold at 20 µM | 96,000 compounds, 1.2% hits; in the data active = activation fold above about 2
CD11b adhes inh: inhibitors of CD11b/CD18 adhesion to fibrinogen, primary screen, K562 cells, luminescence. Integrin beta-2 (Homo sapiens) + Integrin alpha-M (Homo sapiens), P05107+P11215. ATPlite luminescence; Mn2+ added to activate the integrin. inhibition, % at 10 µM. 93,000 compounds, 0.54% hits;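 active = primary inhibition of 50% or more at 10 µM, then 40% or more on retest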; also: some results filed as inactive read as strong as hits
CYP2C9 activ: human CYP2C9 activators, primary screen, biochemical, luminescence. recombinant CYP2C9, luciferin-H conversion; hits give high values; factor 1 = untreated enzyme, 0 = blocked. Cytochrome P450 2C9 (Homo sapiens), P11712. AID 1024, 2008. activation factor at 5 µM. 96,000 compounds, 1.4% hits;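 active = activation factor of 2 or more for CYP2C9 at a 5 µM dose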;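 also: 0 = sulfaphenazole-blocked wells and 1 = vehicle-only wells; values of inactives mirror those of a sister screen read the other way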
MT1-MMP txn act: MT1-MMP promoter reporter activation – cell-based, luciferase luminescence, primary screen. HT1080 MT1-MMP promoter luciferase reporter, overnight; hits give high values. 86,000 compounds, 0.16% hits. activation factor at 10 µM;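 active = activation factor of at least 2 for MT1-MMP transcription at 10 µM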
CYP2C19 inhib: blockers of cytochrome P450 2C19 activity – biochemical, luminescence, ADME assay, primary screen. AID 778, 2007. CYP2C19 Supersomes, luciferin-H EGE luminescence, 30 min. 96,000 compounds, 21% hits. inhibition, % at 5 µM. P33261;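 active = CYP2C19 inhibition above a set limit at 5 µM in the primary screen, cut at about 50% in these data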;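 also: plate controls were negative control wells for no effect and 2.5 mM tranylcypromine positive control for full effect; values of inactives mirror those of a sister screen read the other way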
Mac1 fbg enh: enhancers of CD11b/CD18 adhesion to fibrinogen, primary screen, K562 cells, luminescence; ATPlite luminescence; activation, % at 10 µM; 93,000 compounds, 0.07% hits; AID 1499, 2009;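 active = 10 µM primary screen giving 50% or more activity, confirmed by 40% or more on retest at that dose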; also: strong numbers were not always called active; reference of the scale not given here
PTK2B oligo ant: antagonists of Pyk2 self-association, primary screen, Q293 cells, FERM NanoBiT luminescence, HTS | Protein-tyrosine kinase 2-beta (Homo sapiens), Q14289 | hits give low values | z-score (the deposit names both 25 µM and 10 µM) | 99,000 compounds, 0.83% hits | AID 1347419, 2020;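 active = Z-score of -3 or lower, scaled per plate to the spread of control and sample wells; inactive = z-score above -3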;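 also: negative z-score means lost luminescence so less FERM oligomerization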
Target sequence (Q14289 whole entry, looked up): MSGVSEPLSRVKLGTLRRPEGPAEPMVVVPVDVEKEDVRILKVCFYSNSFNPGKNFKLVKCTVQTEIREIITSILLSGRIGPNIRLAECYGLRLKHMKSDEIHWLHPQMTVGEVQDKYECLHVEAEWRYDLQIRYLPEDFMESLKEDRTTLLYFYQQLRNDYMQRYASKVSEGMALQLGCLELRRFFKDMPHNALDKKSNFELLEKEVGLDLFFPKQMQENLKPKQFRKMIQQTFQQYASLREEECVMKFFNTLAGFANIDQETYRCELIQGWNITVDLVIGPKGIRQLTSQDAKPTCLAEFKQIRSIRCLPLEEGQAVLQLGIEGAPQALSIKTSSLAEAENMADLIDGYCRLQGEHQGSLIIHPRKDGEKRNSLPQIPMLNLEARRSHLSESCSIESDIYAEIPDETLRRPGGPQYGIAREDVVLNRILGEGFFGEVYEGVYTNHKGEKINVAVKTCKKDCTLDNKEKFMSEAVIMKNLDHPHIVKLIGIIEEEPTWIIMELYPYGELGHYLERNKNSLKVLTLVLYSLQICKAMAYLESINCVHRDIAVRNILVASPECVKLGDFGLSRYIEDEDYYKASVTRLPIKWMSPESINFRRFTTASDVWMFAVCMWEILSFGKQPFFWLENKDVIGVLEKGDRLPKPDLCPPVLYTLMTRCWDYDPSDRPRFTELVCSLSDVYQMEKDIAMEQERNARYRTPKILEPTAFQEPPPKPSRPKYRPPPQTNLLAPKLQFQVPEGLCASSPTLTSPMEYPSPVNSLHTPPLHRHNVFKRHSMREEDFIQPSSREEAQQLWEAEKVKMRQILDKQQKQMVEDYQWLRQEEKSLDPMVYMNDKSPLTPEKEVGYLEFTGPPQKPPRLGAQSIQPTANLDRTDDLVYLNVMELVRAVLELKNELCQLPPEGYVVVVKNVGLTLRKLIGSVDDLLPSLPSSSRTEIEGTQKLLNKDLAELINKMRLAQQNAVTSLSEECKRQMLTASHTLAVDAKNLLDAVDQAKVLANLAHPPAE
CYP2C19 act: human CYP2C19 activators, primary screen, biochemical, luminescence. AID 1025, 2008. 96,000 tested, under 10 active. Cytochrome P450 2C19 (Homo sapiens), P33261. recombinant CYP2C19, luciferin-H EGE luminescence; hits give high values; 0 = fully inhibited enzyme, 1 = untreated enzyme. activation factor at 5 µM;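 active = activation factor of at least 2 at 5 µM in the primary screen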;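 also: 0 = wells with 2.5 mM tranylcypromine and 1 = vehicle-only wells; values of inactives mirror those of a sister screen read the other way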
CYP2C9 inhib: blockers of cytochrome P450 2C9 activity – biochemical, luminescence, ADME assay, primary screen; inhibition, % at 5 µM; P11712; CYP2C9 Supersomes, luciferin-H conversion; 96,000 compounds, 20% hits; AID 777, 2007;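 active = blocking of liver enzyme CYP2C9 beyond about 50% at 5 µM, limit read from the data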; also: values of inactives mirror those of a sister screen read the other way
Starred values were filed as active, the others as inactive; . = not tested or not shown.

SMILES | PLAP act | CD11b adhes inh | CYP2C9 activ | MT1-MMP txn act | CYP2C19 inhib | Mac1 fbg enh | PTK2B oligo ant | CYP2C19 act | CYP2C9 inhib
CCOC(=O)c1c(C)n(-c2ccc(C)cc2)c2c(C(C(C)=O)C(=O)O)c(Br)c(O)c(O)c12 (centres undefined) | 1.6 | 6 | 1 | . | -4 | 6 | -0.99 | 1 | -2
CCOCCn1c(SC)nc2c1c(=O)[nH]c(=O)n2C | 1.1 | -4 | 1 | 1 | -13 | -1 | 0.63 | 1.1 | -4
COc1ccc2ccccc2c1CN1CCN(Cc2ccccc2)CC1 | 1.5 | . | 1 | 1.1 | 36 | . | 1.1 | 0.6 | 2
O=C(CSc1n[nH]c(-c2ccc(S(=O)(=O)N3CCCCC3)cc2)n1)Nc1nccs1 | 1.7 | 3 | 0.1 | 1.8 | 4 | -1 | -2.7 | 1 | 87*
Cc1ccc2nc(NC(=O)C3CCCN(S(=O)(=O)c4cccnc4)C3)sc2c1 (centres undefined) | 1 | 14 | 0.9 | 1.1 | -14 | 4 | . | 1.1 | 13
COC(=O)CSc1nnc(-c2ccncc2)o1 | 1 | 20 | 1.1 | 1 | 3 | 0 | 0.15 | 1 | -12
COC(=O)c1cn(NC(=O)c2ccc(OC)c(OC)c2)c(=O)c2ccccc12 | 1.1 | 9 | 1.1 | . | 0 | 2 | 0.16 | 1 | -9
CN=Cc1cc(-c2ccccc2)sc1O | 0.8 | -42 | 1.3 | 1.4 | 24 | 1 | 0.29 | 0.8 | -28
Cc1ccc(S(=O)(=O)n2nc(OC(=O)c3c(-c4ccccc4Cl)noc3C)cc2N)cc1 | 1 | 16 | 0.1 | 1 | 36 | 1 | 0.17 | 0.6 | 93*
CCOc1ccc(C2C(=O)N(C3CCCCC3)CC(=O)N2CC2CCCO2)cc1OC (centres undefined) | 1.2 | -4 | 0.9 | 1 | -8 | -4 | -1.3 | 1.1 | 10
OCCN1CCN(CC#CCn2c3ccccc3c3ccccc32)CC1 | 1.8 | -1 | 1.9 | 1.4 | 28 | -4 | 0.68 | 0.7 | -94
CCc1ccccc1N1CC23C=CC(O2)C(C(=O)O)C3C1=O (centres undefined) | 1.1 | 1 | 1.2 | 1 | -9 | -8 | . | 1.1 | -18
CCC(CC)C(=O)N(CCc1ccc(OC)cc1)Cc1nc2ccccc2c(=O)[nH]1 | 1.4 | -12 | 0.6 | . | 32 | 1 | -0.68 | 0.7 | 44
COc1cccc(NC(=S)NNC(=O)c2c([N+](=O)[O-])c(C)nn2C)c1 | 2.1* | -11 | 0.7 | . | -7 | -3 | 0.2 | 1.1 | 29
CCn1c(SCC(=O)Nc2ccc(S(N)(=O)=O)cc2)nnc1-c1ccccc1OC | 0.9 | . | 1.1 | 1.1 | -2 | . | -0.12 | 1 | -11
Cc1cc(C)n2c3c(c(C#N)c2n1)CC(C)(C)OC3 | 1 | 8 | 0.9 | 1.1 | 5 | 7 | 0.8 | 0.9 | 10
O=C1CCC(=O)N1OCCCOc1ccccc1 | 0.9 | -7 | 1 | 1 | 11 | 1 | -0.36 | 0.9 | 1
COc1ccc(CCNC(=O)C(=O)NCc2ccccc2)cc1OC | 1.5 | . | 0.9 | . | 2 | . | 0.61 | 1 | 15
CN1CCCN(C2C3CC4CC(C3)CC2C4)CC1 (centres undefined) | 0.9 | . | 0.9 | . | 1 | . | 0.41 | 1 | 9
CC(C)(C)SCCNC(=O)c1ccccc1 | 1 | -3 | 0.8 | 1.5 | 62* | -3 | 1.3 | 0.4 | 22
CCOC(=O)c1cnc2c(-c3ccccc3)c(C)nn2c1N | 0.9 | -7 | 0.9 | 1.4 | 8 | -3 | 0.45 | 0.9 | 13
CCCCOC(=O)c1ccc(NC(=O)C2CCCO2)cc1 (centres undefined) | 1 | 0 | 1 | 1.6 | -8 | 2 | -0.57 | 1.1 | -5
CC(=O)N1CCN(CC(=O)Nc2c(Cl)cc(Cl)cc2Cl)CC1 | 1.5 | -7 | 0.8 | 1.1 | 9 | -4 | 1.4 | 0.9 | 17
COc1ccc(N2CCN(C(=O)CNC(=O)c3ccc(C(C)(C)C)cc3)CC2)cc1 | 1.3 | -13 | 0.8 | 1.1 | 3 | 1 | 0.56 | 1 | 22
COC(=O)c1ccccc1NC(=O)CSc1nnc(-c2ccoc2C)n1C | 1 | -1 | 0.7 | 1.1 | 74* | 2 | 0.41 | 0.3 | 32
Cc1cc(C)c2cc(C#N)c(SCC(=O)NCC3CCCO3)nc2c1 (centres undefined) | 1.2 | 1 | 0.9 | 1.1 | 5 | -1 | -0.51 | 1 | 10
Cc1ccc(NC(=O)C2COc3ccccc3O2)nc1 (centres undefined) | 0.8 | -29 | 0.7 | 1.4 | 90* | -4 | 0.45 | 0.1 | 30
Cc1cc(C(=O)CSc2nnc(-c3ccc(F)cc3)o2)c(C)n1CC1CCCO1 (centres undefined) | 1.1 | 35 | 0.7 | 1.2 | 36 | 2 | 0.05 | 0.6 | 27
CC1(C)Cc2c(sc3c2c2ncnn2c2nnc(SCC(=O)NCc4ccco4)n32)CO1 | 1 | -12 | 0.7 | 1.1 | 5 | 2 | 0.09 | 0.9 | 29
CCC1CCCCN1CCNS(=O)(=O)c1ccc2c(c1)CCN2C(C)=O (centres undefined) | 1.1 | 0 | 0.8 | . | -4 | -1 | 1.1 | 1 | 16
CCC(=O)N1CCc2cc(S(=O)(=O)NCCCN(CC)Cc3ccccc3)ccc21 | 1.6 | 0 | 1 | . | 6 | -1 | -0.08 | 0.9 | 4
CCOC(=O)c1[nH]c2ccccc2c1NC(=O)CCN1CC(C)OC(C)C1 (centres undefined) | 1.1 | -11 | 0.9 | 1.2 | -2 | 2 | 0.22 | 1 | 11
Cc1cc(C2C(C#N)=C(N)OC3=C2C(=O)CCC3)c(C)s1 (centres undefined) | 0.8 | -8 | 0.8 | . | 51* | -3 | 0.18 | 0.5 | 22
COC(=O)C(NC(=O)c1ccc(F)cc1)(Nc1nc(C)cs1)C(F)(F)F (centres undefined) | 0.9 | -20 | 1 | 1.1 | 37 | 18 | -0.39 | 0.6 | -4
O=c1c2ccccc2nc(-c2ccccc2)n1CCCn1ccnc1 | 1.1 | -2 | 0.3 | 1.2 | 72* | -4 | -0.17 | 0.3 | 70*
O=C(NCC1CCCO1)c1cccc(N2C(=O)C3C4C=CC(C4)C3C2=O)c1 (centres undefined) | 1.2 | -8 | 0.9 | 1 | -1 | 5 | 0.29 | 1 | 13
CCN1CC2=C(OC(N)=C(C#N)C2c2cccs2)/C(=C\c2cccs2)C1 (centres undefined) | 1.2 | -4 | 0.8 | 1 | 6 | 0 | -0.3 | 0.9 | 18
O=C1CSC(c2ccc(F)cc2)N1c1nnc(C23CC4CC(CC(C4)C2)C3)s1 (centres undefined) | 1 | -2 | 0.6 | . | 41 | 3 | . | 0.6 | 42
CCN1CCN(C(=O)c2cc(-c3cccnc3)nc3ccc(Br)cc23)CC1 | 1.6 | -3 | 0.8 | 1 | 1 | -5 | -0.05 | 1 | 15
COc1ccc(Cl)cc1NC(=O)CSc1nnc(-c2ccncc2)n1CC1CCCO1 (centres undefined) | 1.4 | 0 | 0.5 | 1.4 | 60* | -4 | 0.01 | 0.4 | 49
CCCc1cc(=O)[nH]c(SCC(=O)NC(=O)c2ccccc2)n1 | 0.9 | -1 | 0.8 | 1.2 | 1 | -2 | -0.37 | 1 | 22
COc1ccc(CCNC2CC(=O)N(CCc3ccc(OC)c(OC)c3)C2=O)cc1 (centres undefined) | 1.5 | 6 | 1 | 1.1 | 21 | -3 | 0.26 | 0.8 | 4
Cn1nc(-c2ccc(C(=O)N3CCN(Cc4ccccc4)CC3)cc2)c2ccccc2c1=O | 1.5 | -29 | 0.3 | 0.9 | 69* | 2 | -0.45 | 0.3 | 73*
O=C(CSc1nnc(Nc2ccccc2)s1)NCc1ccco1 | 0.7 | 0 | 0.6 | 1.1 | 42 | -2 | -0.65 | 0.6 | 37
Cc1ccc2c(C)c(C(=O)Nc3cccnc3)oc2c1 | 0.9 | -8 | 0.5 | 1.3 | 49 | -2 | 1.8 | 0.5 | 52*
C[n+]1cc(-c2ccccc2)n2c1CCCCC2 | 1 | . | 1 | 1.2 | -4 | . | 0.1 | 1 | -2
COc1ccc(CN(C(=O)c2ccco2)C2CC(C)N(C)CC2C)cc1 (centres undefined) | 0.9 | -5 | 1.1 | 1 | -2 | 3 | 0.3 | 1 | -12
CCOC(=O)c1cc2ccc(OC)cc2oc1=O | 0.9 | . | 0.9 | 1.4 | 7 | . | 1.2 | 0.9 | 11
CC(=O)Nc1nn(C)c2nc3cc(C)ccc3cc12 | 1.1 | 2 | 0.9 | 1.1 | 10 | -1 | -0.31 | 0.9 | 6
COC(=O)c1cnn2c(C(F)(F)F)cc(-c3ccc(F)cc3)nc12 | 0.9 | -9 | 0.9 | 1.1 | 18 | -4 | 0.38 | 0.8 | 9
Cc1ccc(S(=O)(=O)/N=C(\N)Nc2nc(C)c3cc(C)c(C)cc3n2)cc1 | 1.3 | -7 | 0.5 | . | 23 | -3 | -0.18 | 0.8 | 46
COC(=O)C1=C(N)Oc2cc(C)n(Cc3cccnc3)c(=O)c2C1c1ccc(OC)c(OC)c1 (centres undefined) | 1.1 | 7 | 0.5 | 1.1 | 46 | -1 | 0.39 | 0.5 | 48
O=C(NC1CCCCC1)C1CCN(S(=O)(=O)N2CCCCCC2)CC1 | 1 | 9 | 0.9 | 1.1 | 0 | -6 | 0.32 | 1 | 9
Cc1ccc(NC(=O)c2ccc(CNS(=O)(=O)c3cccc(C(F)(F)F)c3)cc2)cc1 | 0.8 | -4 | 1 | . | 2 | 4 | 1.3 | 1 | 3
CCCCn1nc(CC(=O)O)c2ccccc2c1=O | 1.1 | -6 | 1 | . | 69* | 0 | 0.75 | 0.3 | 3
CS(=O)(=O)N1CCc2cc(S(=O)(=O)N3CCN(Cc4ccc5c(c4)OCO5)CC3)ccc21 | 1.5 | 3 | 0.9 | 1.2 | 10 | 0 | -0.18 | 0.9 | 12
Cc1ccc(S(=O)(=O)N2CCN(C(=O)N3CCOCC3)C2C(C)C)cc1 (centres undefined) | 0.9 | -12 | 1 | 1.1 | 2 | 0 | -0.2 | 1 | 3

Entries of single compounds from above. Screens in order: PLAP act | CD11b adhes inh | CYP2C9 activ | MT1-MMP txn act | CYP2C19 inhib | Mac1 fbg enh | PTK2B oligo ant | CYP2C19 act | CYP2C9 inhib
`CS(=O)(=O)N1CCc2cc(S(=O)(=O)N3CCN(Cc4ccc5c(c4)OCO5)CC3)ccc21` in the list: 1.5 | 3 | 0.9 | 1.2 | 10 | 0 | -0.18 | 0.9 | 12
`Cn1nc(-c2ccc(C(=O)N3CCN(Cc4ccccc4)CC3)cc2)c2ccccc2c1=O` in the list: 1.5 | -29 | 0.3 | 0.9 | 69* | 2 | -0.45 | 0.3 | 73*
`COC(=O)C1=C(N)Oc2cc(C)n(Cc3cccnc3)c(=O)c2C1c1ccc(OC)c(OC)c1` (centres undefined) in the list: 1.1 | 7 | 0.5 | 1.1 | 46 | -1 | 0.39 | 0.5 | 48
`Cc1ccc(S(=O)(=O)N2CCN(C(=O)N3CCOCC3)C2C(C)C)cc1` (centres undefined) in the list: 0.9 | -12 | 1 | 1.1 | 2 | 0 | -0.2 | 1 | 3
